Bioassay records (PubChem BioAssay)
FECH block: inhibitors of human ferrochelatase | P22830 | calls only at 10 µM (by protocol) | purified FECH, Ni-mesoporphyrin absorbance 550 nm | actives 3.3% (n = 20,000);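 active = enzyme reaction rate more than 3 SD below the solvent-only control wells on the same plate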;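 note: lower slope than DMSO wells means FECH inhibition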
Target sequence (P22830 whole entry, looked up): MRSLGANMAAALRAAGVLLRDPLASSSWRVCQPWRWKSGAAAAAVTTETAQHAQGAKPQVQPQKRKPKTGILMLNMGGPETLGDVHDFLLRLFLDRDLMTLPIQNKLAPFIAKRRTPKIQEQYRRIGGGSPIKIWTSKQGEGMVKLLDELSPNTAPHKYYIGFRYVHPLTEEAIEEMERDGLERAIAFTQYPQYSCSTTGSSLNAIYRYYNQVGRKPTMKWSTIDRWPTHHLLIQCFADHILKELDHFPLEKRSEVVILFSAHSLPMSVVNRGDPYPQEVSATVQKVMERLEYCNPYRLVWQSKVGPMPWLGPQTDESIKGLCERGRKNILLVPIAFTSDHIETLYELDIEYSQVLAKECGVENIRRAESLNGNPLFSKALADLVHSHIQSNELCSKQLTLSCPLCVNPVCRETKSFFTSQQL
Calls only; i = inactive; + = active, no number.

FECH block	SMILES
i	COCCNS(=O)(=O)c1ccc2c(c1)CCN2C(=O)CCC(=O)N1CCOCC1
i	Cc1ccc(Nc2cc(C)nc3nc(-c4cccnc4)nn23)c(C)c1
i	CCOC(C)c1n[nH]c(=O)n1Cc1cccs1 (stereo not given)
i	CN1CCC2(CC1)CN(Cc1cccnc1OCC(F)(F)F)CCN2C
i	CNCC(=O)NCCc1nc(-c2ccccn2)no1
i	CCn1c(CN(C)Cc2cc(-c3ccncc3)no2)nc2ccccc21
i	Nc1nccc(-c2ccc(F)cc2Cl)n1
i	CC(=O)Nc1c2n(c3ccc(F)cc13)CC(C)(C(=O)NC1CCCC1)N(C1CCCC(C)C1C)C2=O (stereo not given)
i	CCC1=C(c2ccc(OC)cc2)S(=O)(=O)N(CC(=O)NCC(C)c2ccccc2)C1=O (stereo not given)
i	Cc1ccc2c(c1)N(Cc1nc(CCc3ccccc3)n[nH]1)C(=O)CO2
i	COc1cc(OC)cc(C(=O)Nc2ccc(Nc3nc(C)cc(Nc4ccccc4)n3)cc2)c1
i	CCCc1c(C)nc2ncnn2c1Sc1ccc(NS(=O)(=O)c2cccc(Cl)c2)cc1
+	Cc1ccc(Cl)cc1NCc1cc(=O)n2[nH]c(NCc3ccccc3)nc2n1
i	COc1cc(N2CCC(O)(CN3CCCC3)CC2)ncn1
i	CCOCC(=O)NCCn1c(CCc2ccccc2)nc2cccnc21
i	CC(C)Cc1ncc2c(n1)CN(C(=O)c1ccno1)C2
i	Cc1c(C(=O)O)sc2ncnc(N(C)CCc3cn[nH]c3)c12
i	COC(=O)C(CCSC)NC(=O)C1CCN(c2ncnc3c2nc2n3CCCCC2)CC1 (stereo not given)
i	NS(=O)(=O)c1ccc(NS(=O)(=O)c2cc(C(=O)N3CCCC3)cs2)cc1
i	COc1cccc2c1OCCCN(C(=O)[C@@H]1Cc3ccccc3N1)C2
i	CC(CCNC(=O)c1ccc(CN2C(=O)CCn3nc(-c4ccccc4)cc32)cc1)N1CCCC1 (stereo not given)
i	CCN(Cc1cnn(CC)c1)C(=O)c1cccn1C
i	Cc1ccc(-n2c(=O)n(Cc3ccccc3)c3c(C(N)=O)nc(-c4ccc(Cl)cc4)nc32)cc1C
i	Cc1cnc(Cn2cnc(-c3ccccc3)c2-c2ccccc2C(=O)O)cn1
i	O=C(O)c1cccnc1CN(Cc1ccsc1)C1CC1
i	CCCCc1ccc(Nc2cc(-c3ccc(C)cc3)nc(C)n2)cc1
i	CCc1cc(C(=O)N2Cc3cnc(C(C)(C)C)nc3C2)ccn1
i	CC(C)Cn1c(CNS(=O)(=O)c2ccc(F)c(Cl)c2)nc2cccnc21
i	Cc1cc(Nc2ccccc2)nc(Nc2ccc(NC(=O)c3ccc(F)cc3)cc2)n1
i	CC(C)(C)c1cc(CNC(=O)c2cccc(Cn3cccn3)c2)[nH]n1

Shown with bars between the fields: part of the list above
SMILES | FECH block
O=C(O)c1cccnc1CN(Cc1ccsc1)C1CC1 | i
CCCCc1ccc(Nc2cc(-c3ccc(C)cc3)nc(C)n2)cc1 | i
CCc1cc(C(=O)N2Cc3cnc(C(C)(C)C)nc3C2)ccn1 | i
CC(C)Cn1c(CNS(=O)(=O)c2ccc(F)c(Cl)c2)nc2cccnc21 | i

Continued:
FECH block	SMILES
i	Cc1cc(CN2CCCC2)cc(Oc2ccc(C(N)=O)cn2)c1
i	CNC(=O)CCN(C)C(=O)c1ccc(C(C)=O)s1
i	CCN(CC)C(=O)[C@@H]1C[C@@H](N)CN1C(=O)Cc1ccc2nc(C)[nH]c2c1
i	C=CCn1nc(C(=O)O)c2c1CCC(N(C)Cc1nonc1C)C2 (stereo not given)
i	Cc1ccc(Cn2c(=O)c3cnc(-c4ccc(Cl)cc4)nc3n(C)c2=O)cc1
i	CCOC(=O)c1c(NC(C)=O)sc2c1CCN(Cc1ccccc1)C2
i	CC1CCN(c2nc(Nc3ccccc3)c3cnn(-c4ccccc4)c3n2)CC1
i	CCn1cnnc1CN(C)C(=O)c1ccc(OCC(=O)N2CCCCC2)cc1
i	CCn1ncnc1C(C)NC(=O)c1c(C)nc2ncccn12 (stereo not given)
i	COc1ccc(CNC(=O)N2CCN(c3cc(-c4ccccc4C)ncn3)CC2)cc1

In a second layout: three of the compounds above
canonical_smiles | FECH block
Cc1ccc(Cn2c(=O)c3cnc(-c4ccc(Cl)cc4)nc3n(C)c2=O)cc1 | i
CCOC(=O)c1c(NC(C)=O)sc2c1CCN(Cc1ccccc1)C2 | i
CC1CCN(c2nc(Nc3ccccc3)c3cnn(-c4ccccc4)c3n2)CC1 | i

Remaining list, next part.
FECH block	SMILES
i	Cc1ccc(CSc2ncc(Cl)c(C(=O)NCCc3ccc(S(N)(=O)=O)cc3)n2)cc1
i	Cc1ccc(NC(=O)N2CCC(n3cnc4cccnc43)CC2)cc1
i	COc1ccc(-n2ccnc2-c2nccn2CC(C)(C)OC)cc1
i	CC(C)c1ccc(S(=O)(=O)NCc2nc3cccnc3n2Cc2ccc(Cl)cc2)cc1
i	Cc1cc(C)n2ncc(C3CC(=O)Nc4c3c(-c3cccnc3)nn4C)c2n1 (stereo not given)
i	Cc1nc2c(c(=O)n1C)CCN(C(=O)C[C@@H]1C[C@@H]3C=C[C@H]1C3)CC2
i	COc1ccc(N2CCN(C(=O)c3nc4ccccc4n(C)c3=O)CC2)cc1
i	COc1cccc(Cn2c(CNS(=O)(=O)c3ccc(C(C)(C)C)cc3)nc3cccnc32)c1
i	Cc1ccc(-c2ccnc(NCC(C)N3CCN(C)CC3)n2)c(C)n1 (stereo not given)
+	Cc1c(Cl)cccc1NC(=O)CN1CCN(Cc2ccc(F)cc2Cl)S1(=O)=O
i	O=C(c1cc2n(n1)CCNC2)N1CCCC(OCc2ccccn2)C1 (stereo not given)
i	CCc1c(C)nc2ncnn2c1Sc1ccc(NC(=O)c2ccc3c(c2)OCO3)cc1
i	CCN(Cc1ccc(F)cc1)C(=O)CC(=O)Nc1ccc(C)cc1
i	O=C(CCc1cccc(F)c1)N(Cc1ccccn1)CC1CCCO1 (stereo not given)
i	COc1cccc(C(=O)Nc2cc(C)nn2-c2ncnc3c2cnn3-c2ccc(F)cc2)c1OC
i	Cc1cccc(Nc2nc(N3CCCC3)nc3c2cnn3-c2ccccc2)c1
i	Cc1cc(-c2cc(NCc3cccnc3)nc3[nH]ccc23)c(=O)[nH]c1C
i	COc1cccc(Nc2nc(NCCO)nc3c2cnn3-c2ccccc2)c1
i	COCCNC(=O)Cn1c(C(=O)OC)cc2ccsc21
i	COc1ccc(C2C=C(c3ccc(Cl)cc3)Nc3nc(N4C(=O)C5CC=CCC5C4=O)nn32)cc1 (stereo not given)
i	O=C(CN1C(=O)CC(c2ccccc2)=Nc2ccccc21)Nc1ccccc1Cl
i	CCCn1ccnc1CN1CCCN(C(=O)c2ccco2)CC1
i	Cc1nnn(C23C[C@@H]4C[C@@H](CC(NCC(=O)NCc5ccccc5F)(C4)C2)C3)n1
i	Cc1ccsc1-c1cn(CC(CO)Cc2ccco2)nn1 (stereo not given)
i	c1cc(-c2nccn2CCC2CCCCO2)cc(-n2cccn2)c1 (stereo not given)
i	CCn1c(C2CCCN(C(=O)NCc3ccc(Cl)cc3)C2)n[nH]c1=O (stereo not given)
i	CCC1=C(c2ccc(OC)cc2)S(=O)(=O)N(CC(=O)Nc2ccccc2OC)C1=O
i	CC1(C)CNCCN1Cc1cccc(C(=O)Nc2ccc(CCO)cc2)c1
i	CCCn1cnnc1CNC1CCN(c2ccc3c(c2)OCO3)CC1
i	Cc1cc(C)n2nc(N(C)S(=O)(=O)c3ccc(Cl)cc3)nc2n1

In the list so far, these have a tert-butyl group.
FECH block	SMILES
i	CCc1cc(C(=O)N2Cc3cnc(C(C)(C)C)nc3C2)ccn1
i	CC(C)(C)c1cc(CNC(=O)c2cccc(Cn3cccn3)c2)[nH]n1
i	COc1cccc(Cn2c(CNS(=O)(=O)c3ccc(C(C)(C)C)cc3)nc3cccnc32)c1

(next part)
FECH block	SMILES
i	CN(C)CCCn1ccnc1-c1cnc(N)nc1
i	CCN(Cc1ccncc1)Cc1ccc(Sc2ncccn2)o1
i	Cc1ccccc1-n1cc(CN2CCN(c3ncc(C)c(N)n3)CC2)cn1
i	Cc1nc2ncnn2c(Sc2ccccc2NC(=O)Cc2cccs2)c1C
i	C#CCN(Cc1ccco1)C(=O)C1CC(=O)Nc2ccc(F)cc21 (stereo not given)
i	Cc1ccc(NCc2cc(=O)n3[nH]c(NCc4ccc(F)cc4)nc3n2)cc1
i	Cc1cc(C)n(CC2(CNC(=O)[C@@H]3C[C@@H]4C=C[C@H]3C4)CC2)n1
i	O=C(C1CC1)N1C[C@H]2CNC[C@@]2(C(=O)NCCCc2ccccc2)C1
i	CCOc1ccccc1C(=O)Nc1cc(N2CCCS2(=O)=O)ccc1C
i	CC(NCCC1=CCCCC1)C(=O)NC1CCCC1 (stereo not given)
i	NC(=O)c1cccc(CC2CCN(C(=O)CCN3CCc4ccccc43)C2)c1 (stereo not given)
i	Cc1ccc2c(c1)NC(c1cc3c(CO)cnc(C)c3oc1=O)=NS2(=O)=O
i	O=c1ccc(=O)n(Cc2nc(CCc3ccccc3)nn2-c2ccccn2)[nH]1
i	Cc1ccc(Nc2nc(NCCN3CCOCC3)nc3c2cnn3-c2ccccc2)cc1C
i	Cc1cccc(NCc2cc(=O)n3[nH]c(NCc4ccc(F)cc4)nc3n2)c1
i	c1ccc2c(c1)OCC(Cn1ccnc1-c1cnc(N3CCCC3)nc1)O2 (stereo not given)
i	Cc1cccc(C(=O)Nc2cc(C)ccc2OCc2cc(=O)n3oc(C)cc3n2)c1
i	CCOc1ccccc1CN(Cc1nn(C)cc1Cl)C1CC1
i	COC(=O)c1sccc1NC(=O)C1CCN(c2ncnc3c2nc2n3CCCCC2)CC1
i	COc1ccc(C)cc1Nc1c(-c2ccc3c(c2)CCCC3)c(=O)c1=O
i	CSCc1noc(CN2CCCC3(CC2)CNC(=O)O3)n1 (stereo not given)
i	NC(=O)CSc1cc(N2CCCCC2)ncn1
i	CCc1csc(CNC(=O)CCc2nc3ccc(F)cc3[nH]2)n1
i	Cc1cc(C)c2[nH]c(C(=O)NCCc3cnc[nH]3)c(C)c2c1
i	Cc1ccc(S(=O)(=O)N2CCC(n3c(C(F)(F)F)nc4cccnc43)CC2)c(C)c1
i	Cc1ccsc1C(=O)N(Cc1ccccc1)CC(C)CO (stereo not given)
+	CC(CCc1ccccc1)NC(=O)CN1c2ccc(F)cc2-c2ccccc2S1(=O)=O (stereo not given)
i	COc1cccc(NC(=O)N2CCN(c3cc(-c4cccc(C)c4)ncn3)CC2)c1
i	COc1ccc(N2C(=O)CCS2(=O)=O)cc1S(=O)(=O)NCCc1ccc(F)cc1
i	CN1CCCn2nc(C(=O)N(C)C3Cc4ccccc4C3)cc2C1
i	CN1CCN(C)C2(CCN(c3ncccc3C(=O)N3CCCC3)CC2)C1
i	O=C(Nc1ccccc1C(F)(F)F)N1CCC(n2cnc3cccnc32)CC1
i	COc1cccc(S(=O)(=O)NCc2nc3cccnc3n2C2CCCCC2)c1
i	COc1ccccc1NC(=O)Nc1nc(CC(=O)NCCc2ccccc2)cs1
i	Cc1n[nH]c(C)c1CCCNC(=O)c1ccc(NC(=O)C2CCC2)cc1
i	CN1CCN(c2nc(Nc3ccc4c(c3)OCO4)c3cnn(-c4ccccc4)c3n2)CC1
i	CCS(=O)(=O)N1CCN(c2cc(-c3cccc(OC)c3)ncn2)CC1
i	Cc1cccc(OC2CN(C(=O)c3ccc(Cn4ccnc4)o3)C2)c1
i	O=S(=O)(c1ccc(Cl)cc1)N1CCN(Cc2nc3cccnc3n2-c2ccccc2)CC1
i	Cc1cccn2c(CC(=O)N3CCc4nc[nH]c4C3)cnc12
i	CNC(=O)C1CCC(Cn2c(=O)c3sccc3n(CC(=O)Nc3cc(C)ccc3C)c2=O)CC1 (stereo not given)
i	Cc1cc(C)cc(NC(=O)CC(=O)NCCSc2ncn[nH]2)c1
i	CCn1ncnc1-c1c(-c2ccccc2)ncn1CC(C)Oc1cccnc1 (stereo not given)
i	CCn1c(CCNC(=O)CN2CCCN(C)CC2)nc2ccccc21
i	Cc1ccc(Cl)c(-c2nccn2CCN2CCNC2=O)c1F
i	Cc1nn(C)c(N2CCOCC2)c1CN1CCCC(C(=O)c2ccccn2)C1 (stereo not given)
i	C=C(C)COc1ccccc1C(=O)N1Cc2ccccc2CC1C(N)=O (stereo not given)
i	O=C1CCS(=O)(=O)N1c1ccc(S(=O)(=O)NCCc2ccc(F)cc2)cc1
i	COc1ccc(C(=O)Nc2ccc(Nc3nc(C)cc(N(C)C)n3)cc2)cc1OC
i	CCn1c(CNS(=O)(=O)c2cccc(Cl)c2)nc2cccnc21

Further records
FECH block	SMILES
i	Cc1n[nH]c(C)c1CNC(=O)C(C)N(c1ccccc1)S(C)(=O)=O (stereo not given)
i	C=CC[C@@H]1CC=C[C@@H](C)N1C(=O)C1(Cn2cccn2)CC1
i	O=c1cc(CNc2cccc(C(F)(F)F)c2)nc2nc(NCc3ccc(F)cc3)[nH]n12
i	Cc1cc(N2CCCC2)nc(Nc2ccc(NC(=O)CC(C)C)cc2)n1
i	CC(=O)c1ccc(N2CCOc3c(O)cc(-c4nc(C)cnc4C)cc3C2)nc1
i	COc1ccc(S(=O)(=O)N2CCN(c3nc(C)cc(Nc4ccc(C)cc4)n3)CC2)cc1OC
i	Cc1cc(C)c(S(=O)(=O)NCCn2c(CCc3ccccc3)nc3cccnc32)c(C)c1
i	O=C(Cc1cccc(Cl)c1)NCCn1c(C(F)(F)F)nc2cccnc21
i	C/C(=C\c1ccccc1)c1c(-c2ccccc2)ncn1CC(O)CO (stereo not given)
i	NC(=O)c1ccccc1-c1cccc(C(=O)O)c1
i	Clc1ccc(Nc2nc(NCCC3=CCCCC3)nc3c2cnn3-c2ccccc2)cc1
i	Cc1cc(N(C)C)nc(Nc2ccc(NC(=O)c3ccccc3C(F)(F)F)cc2)n1
i	Cc1ccc(Nc2nc(N(C)C)nc3c2cnn3-c2ccccc2)cc1C

The list is partial (hit frequency here may not be typical).
